ELG1 genotox – qHTS screen for small molecules that induce genotoxicity in human embryonic kidney (HEK293T) cells expressing luciferase-tagged ELG1; HEK293T ELG1-luciferase reporter, luminescence, 16 h; Potency, µM (top dose mostly 46 µM), inactives show at the top dose activity change, positive = activation, hits mostly activators; 330,000 compounds, 1.3% hits; AID 504466, 2011; further: % of control where 0% means no effect; nearly all actives have a fitted effect of over 60% in size
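DMSO vehicle served as control against compound-treated ELG1-luciferase HEK293T cells; exposure lasted 16 hr at 37 °C and 5% CO2, followed by ONE-Glo luminescence detection after 30 min.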
MBNL1-CUG inh – qHTS Assay for Inhibitors of MBNL1-poly(CUG) RNA binding. Muscleblind-like protein 1 (Homo sapiens), Q9NR56. TR-FRET MBNL1-His/biotin-(CUG)12 binding, 665/545 ratio. Potency, µM (top dose mostly 57.5 µM), for the others: top-dose activity change, negative = inhibition, actives largely listed as inhibitors. 280,000 compounds, 0.036% hits. AID 2675, 2010; active means well fitted inhibition curve with a large enough effect in the signal ratio, with a control signal flat, not every such curve was filed as active; inconclusive means small, poorly fitted or top-dose-only effect, or effect the other way, or a change in a side signal; inactive means no such curve, though single readings can be large or run the other way; the % refers to the signal ratio; further: on the % scale 0 is the no-effect control and ±100 the full control effect
Target sequence (Q9NR56 whole entry, looked up): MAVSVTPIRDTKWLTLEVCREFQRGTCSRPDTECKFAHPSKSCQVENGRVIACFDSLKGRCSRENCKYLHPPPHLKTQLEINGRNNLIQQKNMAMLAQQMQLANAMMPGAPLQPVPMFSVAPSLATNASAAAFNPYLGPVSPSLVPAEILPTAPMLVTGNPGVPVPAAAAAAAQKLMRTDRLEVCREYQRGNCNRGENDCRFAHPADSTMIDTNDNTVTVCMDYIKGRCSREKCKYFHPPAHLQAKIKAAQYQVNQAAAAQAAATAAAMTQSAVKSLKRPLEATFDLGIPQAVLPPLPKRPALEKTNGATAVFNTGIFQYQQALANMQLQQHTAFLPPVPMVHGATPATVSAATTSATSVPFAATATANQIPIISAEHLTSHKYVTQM
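Ratiometric TR-FRET (665 over 545 nm, excitation 340 nm) tracks disruption of MBNL1-His/biotin-(CUG)12 complex after 60 min at room temperature, with compounds at 92 nM to 58 uM final.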
NPC1 promoter act – qHTS Assay for NPC1 Promoter Activators. Huh7 NPC1 promoter luciferase reporter, 24 h. Potency, µM (top dose mostly 9.22 µM), for the others: at the highest dose activation, actives largely listed as activators. 320,000 compounds, 2.4% hits. AID 485313, 2010;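 further: % of control where 0% means no effect; nearly all actives have a fitted effect of over 60% in size; reporter is driven by a mutant NPC1 promoter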
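Stably transfected Huh7 (NPC1 promoter→luciferase), 1500 cells/well in Opti-MEM + 10% FBS, 2 h settle, then compound 24 h at 37 °C. Luminescence after 10 min with Amplite reagent.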
VP16 counter – VP16 counterscreen qHTS for inhibitors of ROR gamma transcriptional activity. Potency, µM (series often up to 53.6 µM), inactives show at the highest dose activity, negative = inhibition, most hits filed as inhibitors. AID 2546, 2010. Drosophila S2 Gal4-VP16 UAS-luciferase, luminescence, 20 h. 310,000 compounds, 3.5% hits;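 further: Gal4-VP16 expression switched on by copper sulfate through the metallothionein promoter; on the % scale 0 is the no-effect control and ±100 the full control effect; nearly all actives have a fitted effect of over 50% in size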
RORg inh – qHTS for inhibitors of ROR gamma transcriptional activity; Nuclear receptor ROR-gamma (Mus musculus), P51450; Potency, µM (highest dose often 53.6 µM), inactives show top-dose activity change, negative = inhibition, actives largely listed as inhibitors; 310,000 compounds, 5.4% hits; Drosophila S2 Gal4-RORgamma UAS-luciferase reporter, 20 h; further: on the % scale 0 is the no-effect control and ±100 the full control effect; nearly all actives have a fitted effect of over 60% in size
Target sequence (P51450 whole entry, looked up, the tested form may be a part): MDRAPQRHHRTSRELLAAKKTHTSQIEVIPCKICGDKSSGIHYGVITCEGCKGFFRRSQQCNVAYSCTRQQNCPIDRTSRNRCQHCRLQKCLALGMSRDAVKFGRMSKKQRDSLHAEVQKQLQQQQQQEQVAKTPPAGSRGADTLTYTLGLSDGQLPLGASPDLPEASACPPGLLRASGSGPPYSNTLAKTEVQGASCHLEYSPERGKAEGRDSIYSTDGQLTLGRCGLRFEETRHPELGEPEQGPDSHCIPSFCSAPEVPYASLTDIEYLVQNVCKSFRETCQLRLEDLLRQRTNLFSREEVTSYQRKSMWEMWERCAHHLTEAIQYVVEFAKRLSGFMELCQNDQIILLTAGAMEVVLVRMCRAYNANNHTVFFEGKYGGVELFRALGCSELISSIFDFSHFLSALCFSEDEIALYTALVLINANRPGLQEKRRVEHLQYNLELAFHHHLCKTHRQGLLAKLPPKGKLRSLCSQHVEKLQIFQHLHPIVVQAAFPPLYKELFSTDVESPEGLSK
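Drosophila Schneider cells stably carrying a metallothionein-driven Gal4 DBD–ROR gamma fusion and a UAS-Photinus luciferase reporter were exposed to compound for 1 hr, then induced with copper sulfate (700 uM final) for 20 hr at ambient temperature before luminescence reading.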
BRCA1 expr act – qHTS Assay to Identify Small Molecule Activators of BRCA1 Expression. MCF7-BRCA1-FFLuc reporter, luminescence, 48 h; response scale: scaled: vehicle 0%, 10 µM genistein 100%. Potency, µM (doses to about 46.1 µM), without a hit: at the highest dose activation, usual class: activators. 380,000 compounds, 1.1% hits; further: nearly all actives have a fitted effect of over 80% in size; some results filed as inactive show a strong effect at the top dose
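Quantitative HTS in MCF7 cells stably reporting BRCA1 expression via firefly luciferase. Compound treatment lasts 48 h at 37 °C in phenol-red free MEM. Activation is expressed relative to genistein at 10 microM and DMSO.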
Rab9 prom act – qHTS Assay for Rab9 Promoter Activators; Huh7 Rab9 promoter-luciferase reporter, luminescence, 24 h; Potency, µM (highest dose often 9.22 µM), for the others: top-dose activation, negative = inhibition, usual class: activators; 320,000 compounds, 2.8% hits; AID 485297, 2010; further: % of control where 0% means no effect; nearly all actives have a fitted effect of over 60% in size
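Luminescence from Amplite-detected luciferase (10 minutes, ambient) reports Rab9 promoter activation. Before that, stable Rab9-luciferase Huh7 cells (1500/well, reduced-serum OP-MEM I plus 10% FBS) were exposed to compound for 24 hours at 37C.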
uPA generation – qHTS for Inhibitors of Cell Surface uPA Generation; Potency, µM (doses to about 38.3 µM), inactives show at the highest dose activity change, negative = inhibition, usual class: inhibitors; cell surface uPA generation assay, qHTS; AID 540303, 2011; 330,000 compounds, 0.31% hits; active means well fitted inhibition curve with a large enough effect; inconclusive means small, poorly fitted or top-dose-only effect; inactive means no such curve, though single readings can be large or run the other way; tested in mouse RAW 264.7 cells; further: on the % scale 0 is the no-effect control and ±100 the full control effect; nearly all actives have a fitted effect of over 55% in size
FLuc counter – qHTS profiling assay for firefly luciferase inhibitor/activator using purifed enzyme and Km concentrations of substrates (counterscreen for miR-21 project); 360,000 compounds, 6.9% hits; purified FLuc, Km substrates, luminescence inhibition; Potency, µM (titrated, usually from 57.5 µM), inactives show at the highest dose activity change, negative = inhibition, actives largely listed as inhibitors; Luciferin 4-monooxygenase (Photinus pyralis), P08659;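 further: plate controls were vehicle for no effect and reference inhibitor for full effect; nearly all actives have a fitted effect of over 55% in size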
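Purified P. pyralis luciferase (10nM final) with 10uM D-luciferin and 10uM ATP (Km levels) in 50mM Tris acetate pH 7.5, 10mM Mg acetate, 0.01% Tween-20, 0.05% BSA; qHTS 6-point titration, ~60 µM downward; luminescence read.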
p53 reactivation – qHTS assay for re-activators of p53 using a Luc reporter; H1299 p53-A138V BP100-luciferase reporter, luminescence, 24 h; Potency, µM (titrated, usually from 92.2 µM), inactives show at the highest dose activity change, positive = activation, usual class: activators; 320,000 compounds, 0.063% hits; AID 504706, 2011; further: % of control where 0% means no effect; nearly all actives have a fitted effect of over 45% in size
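H1299 (p53-null), stable ts p53-A138V + BP100-Luc; 1000 cells/well, Opti-MEM/10% FBS; cpd 4 pt, 1:5; 24 h, 37 deg C, 5% CO2; detection reagent 10 min RT; luminescence.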
* = called active by the depositor; ? = inconclusive; . = no result given; & = joins results of further samples; [ ] = another dose, or the depositor's remark. Unless noted, the call rests on the fitted dose curve; in most records, active means well fitted curve in the direction sought with a large enough effect; inconclusive means small, poorly fitted or top-dose-only effect, or another doubt; inactive means no such curve, though single readings can be large; an effect the other way counts as inactive or inconclusive. Potency means the concentration at half of the fitted maximal effect. Compounds were not picked by outcome. About 13% of those tested had a hit in this group.

The line under a structure holds: ELG1 genotox | MBNL1-CUG inh | NPC1 promoter act | VP16 counter | RORg inh | BRCA1 expr act | Rab9 prom act | uPA generation | FLuc counter | p53 reactivation
CC(=O)N1CCC(N2CCN(Cc3ccc(C)cc3)C(CCO)C2)CC1 (stereo not drawn)
 : 2% | -9% | -9% | 0% | -22% | -12% | 6% | -1% | -2% | -2%
CCCCn1c(N)c(N(CC(C)C)C(=O)c2cccc(S(=O)(=O)N3CCN(C)CC3)c2)c(=O)[nH]c1=O
 : -1% | . | -3% | . | . | 2% | -1% | -8% | 7% | 3%
CC1(C)CCc2cc(CN3CCN(c4ccccn4)CC3)ccc2O1
 : 0% | -1% | -5% | 3% | -6% | -15% | 0% | 1% | 1% | 5%
COc1ccc(-c2cccc(-c3cc(=O)oc4cc(OC)cc(OC)c34)c2)cc1
 : 14% | . | . | . | . | -70% | . | 0.79µM* | . | 16%
CSCCC(NC(=O)c1ccc(Cl)cc1Cl)C(=O)OC1CCCCC1=O (stereo not drawn)
 : 1% | . | -3% | . | . | -11% | 1% | -1% | ? | 6%
O=S(=O)(NCCNS(=O)(=O)c1cccs1)c1cccs1
 : -1% | 3% | -2% | -3% | 0% | 31% | 0% | -4% | 0% | -3%
CCCn1c(CCC(=O)O)nc2cc(S(=O)(=O)N(CC)CC)ccc21
 : 3% | -5% | 0% | -17% | 4% | -3% | -1% | ? | -1% | 3%
COCCn1c(-c2cc(OC)c(OC)c(OC)c2)nc2oc3cc(OC)ccc3c(=O)c2c1=O
 : 1% | 62%[activator] | -5% | 0% | -17% | 13% | 10% | 9% | 0% | 2%
O=C(O)c1ccc(-n2cccn2)c([N+](=O)[O-])c1
 : 4% | 19% | -3% | 3% | 34% | -1% | -5% | 2% | -1% | 8%
CCOC(=O)C1(Cc2cccc(F)c2)CCN(Cc2cnc(C)s2)CC1
 : -6% | 10% | -3% | -1% | 11% | -18% | 1% | -3% | -1% | -4%

4 entries from above, field by field.
CCCn1c(CCC(=O)O)nc2cc(S(=O)(=O)N(CC)CC)ccc21
  ELG1 genotox: 3%
  MBNL1-CUG inh: -5%
  NPC1 promoter act: 0%
  VP16 counter: -17%
  RORg inh: 4%
  BRCA1 expr act: -3%
  Rab9 prom act: -1%
  uPA generation: ?
  FLuc counter: -1%
  p53 reactivation: 3%

CCOC(=O)C1(Cc2cccc(F)c2)CCN(Cc2cnc(C)s2)CC1
  ELG1 genotox: -6%
  MBNL1-CUG inh: 10%
  NPC1 promoter act: -3%
  VP16 counter: -1%
  RORg inh: 11%
  BRCA1 expr act: -18%
  Rab9 prom act: 1%
  uPA generation: -3%
  FLuc counter: -1%
  p53 reactivation: -4%

O=C(O)c1ccc(-n2cccn2)c([N+](=O)[O-])c1
  ELG1 genotox: 4%
  MBNL1-CUG inh: 19%
  NPC1 promoter act: -3%
  VP16 counter: 3%
  RORg inh: 34%
  BRCA1 expr act: -1%
  Rab9 prom act: -5%
  uPA generation: 2%
  FLuc counter: -1%
  p53 reactivation: 8%

CC(=O)N1CCC(N2CCN(Cc3ccc(C)cc3)C(CCO)C2)CC1 (stereo not drawn)
  ELG1 genotox: 2%
  MBNL1-CUG inh: -9%
  NPC1 promoter act: -9%
  VP16 counter: 0%
  RORg inh: -22%
  BRCA1 expr act: -12%
  Rab9 prom act: 6%
  uPA generation: -1%
  FLuc counter: -2%
  p53 reactivation: -2%

(continued)
The line under a structure holds: ELG1 genotox | MBNL1-CUG inh | NPC1 promoter act | VP16 counter | RORg inh | BRCA1 expr act | Rab9 prom act | uPA generation | FLuc counter | p53 reactivation
COc1ccccc1N1CCN(CCOc2c(OC)cccc2OC)CC1
 : -5% | -1% | -7% | -3% | 2% | 0% | -18% | -5% | 6% | -1%
CNCC(=O)Nc1ccc(Cl)c(C(F)(F)F)c1
 : 8% | . | -2% | 8% | 2% | -6% | 1% | -5% | -14% | -3%
COc1ccc(C2CC(c3ccccc3OC(=O)/C=C/c3ccccc3)=NN2C(C)=O)cc1 (stereo not drawn)
 : 7% | 2% | 4% | -17% | -4% | 62% | ? | -20% | 5% | 3%
COc1ccc(NC(=O)CCS(=O)(=O)c2cc3c(cc2C)NC(=O)CO3)cc1
 : 5% | 0% | -2% | -3% | -16% | 1% | 3% | -3% | 0% | .
COc1ccc(-c2nc(/C=C3\C(C)=Nc4ccccc43)c(O)o2)cc1
 : 3% | 10% | -3% | -1% | 12% | -3% | -5% | -6% | ? | -5%
CCOC(=O)C1(Cc2ccccc2)CCN(Cc2ccc(COC)o2)CC1
 : -9% | -2% | -4% | -7% | 6% | -6% | -1% | -1% | 0% | -3%
N/C(Cc1ccc([N+](=O)[O-])cc1)=N\OC(=O)Cc1ccc(Cl)cc1
 : 3% | ? | -2% | -25% | -23% | -16% | 12% | 1% | 3% | -11%
COc1ccc(CNC(=O)CN(C)S(=O)(=O)c2ccccc2)cc1
 : 0% | -8% | -5% | -6% | 21% | 25% | -4% | 2% | 2% | 5%
CCSC1=N/C(=C\c2ccc3c(c2)OCO3)C(=O)S1
 : 3% | 6% | -1% | 11% | 7% | 0% | 1% | -2% | -19% | 4%
CCOC(=O)Cc1csc(NC(=O)CSc2nnc(C(C)C)n2C)n1
 : -8% | -4% | 15% | -8% | -17% | -2% | 6% | 2% | -1% | -2%
COc1ccc(CC(=O)O/N=C(\N)c2ccc(C)cc2)cc1
 : 15% | -4% | ? | 0% | ? | 76% | ? | -5% | 17µM* | 9%
CCOC(=O)N1CCN(C(=S)NC(=O)c2cccc(OC)c2)CC1
 : 0% | . | . | . | . | 3% | . | -2% | . | 2%
CCNC(=O)CN(CCc1ccccc1)S(=O)(=O)c1ccc(OC)cc1
 : -1% | 0% | 1% | 16% | 8% | -2% | 3% | 2% | -1% | -2%
CN(C(=O)CSc1nnc(-c2ccco2)o1)C1CCCCC1
 : ? | 0% | 26% | 0% | 6% | ? | ? | 9% | -16% | ?
O=C(O)C1(c2ccccc2)CCN(S(=O)(=O)c2cccs2)CC1
 : -2% | 4% | -3% | -15% | 4% | -1% | ? | -5% | 4% | 0%
Cc1cccc(C(=O)NCC(c2ccco2)N2CCc3ccccc32)c1 (stereo not drawn)
 : -33%[inhibitor] | . | 1% | . | . | 7% | 1% | 1% | 5% | -2%
CCOC(=O)N1CCN(C(=O)/C(=C/c2ccc(N(C)C)cc2)NC(=O)c2ccccc2)CC1
 : 3% | . | -8% | . | . | -6% | -1% | 0% | 1% | -4%
Cc1cccc(-n2nc(C(=O)c3ccco3)cc(-c3nc4ccccc4[nH]3)c2=N)c1
 : -20% | ? | -1% | 5µM* | 2.5µM* | -21% | -5% | 0% | 0% | -13%
C=CCNC(=O)C12CCC(C)(C(=O)C1Br)C2(C)C (stereo not drawn)
 : 0% | -25% | -2% | -2% | -6% | -1% | 2% | 3% | 3% | -7%
COc1ccc(/C=N/NC(=O)CCn2nc(C)cc2C)cc1
 : -5% | -2% | 1% | -20% | 30% | -5% | 6% | -1% | 2% | 1%
CC(=O)NCCC1CCN(C(=O)c2cc(COc3ccc(C)nc3)on2)CC1
 : -7% | -9% | -3% | -3% | 13% | -15% | -1% | -5% | 0% | -2%
O=S(=O)(c1ccccc1)c1nc(-c2ccco2)oc1N1CCCCCC1
 : 0% | 0% | 2% | 20% | 25% | -36% | -14% | -2% | 3% | -23%
COc1ccc(C(=O)Nc2nc3c(s2)Cc2cc(OC)ccc2-3)cc1
 : -8% | -5% | -1% | 35µM* | ? | 5% | 5% | 13% | ? | -4%
CC(C)(Oc1ccc(Cl)cc1)C(=O)NCc1n[nH]c(=O)c2ccccc12
 : 1% | . | 1% | . | . | -14% | 0% | 1% | -1% | -8%
CCOc1cc(CNS(=O)(=O)c2ccc3c(c2)CC(=O)N3C)cc(OCC)c1OCC
 : -1% | -1% | 3% | -3% | 3% | -2% | -1% | 2% | 0%&-5% | -7%
Cc1cc(C)nc(Oc2ccc(Br)cc2Br)n1
 : ? | -6% | -1% | -2% | 7% | 0% | 2% | 2% | ? | 6%
O=C(CN(C(=O)CCC(=O)Nc1nccs1)c1ccccc1F)NCCc1ccccc1
 : 0% | -8% | 2% | 9% | 19% | -10% | -1% | -3% | 2% | -5%
CN(c1ccccc1)S(=O)(=O)c1ccc2c(c1)oc(=O)n2C
 : 1% | 0% | -5% | -11% | -1% | 2% | 5% | 0% | 0% | .
CCN1C(=O)/C(=C\c2cn(CCC#N)nc2-c2ccc(F)cc2)SC1=S
 : -1% | -4% | -4% | -6% | ? | -51% | -2% | 4% | 1% | -15%
CCN(CC)S(=O)(=O)c1ccc(Cl)c(C(=O)Oc2cccnc2)c1
 : 2% | 0% | -3% | -22% | -4% | 6% | -7% | -2% | 8% | -15%

From PubChem BioAssay
